# KOR beta-arrestin-1 = KOR antagonists, beta-arrestin recruitment, cell-based, luminescence, uHTS (AID 1778) | Kappa-type opioid receptor (Homo sapiens) | KOR beta-arrestin recruitment, luminescence, antagonist mode; higher % means a stronger effect | inhibition, % at 10 µM; hits with a dose series show IC50 in µM | actives 0.091% (n = 290,000); further: strong numbers were not always called active
# KOR beta-arrestin-2 = KOR agonists, beta-arrestin recruitment, primary screen, cell-based, luminescence, uHTS (AID 1777). KOR beta-arrestin recruitment, luminescence; higher % means a stronger effect. activation, % at 10 µM; hits with a dose series show EC50 in µM. actives 0.02% (n = 280,000); in the data active means activation above about 50%, passing the limit was not always enough; further: a part of the inactive calls stands beside numbers as strong as those of hits
# NOD2 inhibition = NOD2 signaling inhibitors, cell-based, luminescence, uHTS, HEK293 (AID 1566) | actives 0.63% (n = 290,000) | HEK293 NOD2/NF-kB luciferase reporter, luminescence; higher % means a stronger effect | inhibition, % at 4 µM, or EC50 in µM where a hit was titrated; further: many of its hits are not listed in these tables
# LYP phosphatase = inhibitors of LYP phosphatase, biochemical, fluorescence intensity, uHTS (AID 1779); Tyrosine-protein phosphatase non-receptor type 22 (Homo sapiens); recombinant LYP phosphatase, fluorescence intensity; higher % means a stronger effect; one-dose inhibition, % at 11.5 µM; IC50 in µM for titrated hits; actives 0.054% (n = 290,000);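 further: plate controls were vehicle with enzyme for no effect and no enzyme for full effect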
# Siah-1 displacement = Siah-1 peptide-binding antagonists, primary screen, biochemical, fluorescence polarization, rhodamine-plectin, uHTS (AID 1817); displacement, % at 20 µM, or IC50 in µM where a hit was titrated; E3 ubiquitin-protein ligase SIAH1 (Homo sapiens); actives 0.02% (n = 290,000); Siah-1 / rhodamine-plectin peptide fluorescence polarization; higher % means a stronger effect;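 active means displacement of at least 50% at 20 µM, with a fluorescence ratio check between 0.3 and a set limit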;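 further: plate controls were Siah plus tracer with DMSO for no effect and tracer alone without Siah for full effect; strong numbers were not always called active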
# HIV fusion peptide = inhibitors of HIV fusion peptide binding, primary screen, biochemical, uHTS, fluorescence dequenching (AID 1986). actives 0.3% (n = 290,000). cell-free peptide binding, fluorescence dequenching, 30 min; higher % means a stronger effect. inhibition, % at 20 µM, or IC50 in µM where a hit was titrated; in the data active means inhibition mostly above about 52%, no sharp cut-off; inactive means mostly below about 76%; further: some results filed as inactive read as strong as hits
# Myeloid diff 2 = induction of myeloid progenitor differentiation, primary screen, cell-based, flow cytometry, MLPCN library. ER-HoxA9 myeloid progenitors, lysozyme-GFP differentiation. calls only at 10 µM. actives 1% (n = 360,000). AID 624256, 2012;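 active means normalized GFP-positive differentiation at or above the plate's own cutoff, the solvent-only control mean plus 3 SD; inconclusive means no clear call, values can overlap the other calls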;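 further: cells exposed to compound for four days before flow analysis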
# PhoP inhibition = inhibitors of PhoP regulon expression, primary screen, Salmonella Typhimurium, GFP reporter (AID 1863); actives 0.16% (n = 300,000); S. Typhimurium PhoP-regulated promoter GFP reporter, 4 h; higher % means a stronger effect; one-dose inhibition, % at 50 µM; IC50 in µM for titrated hits;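 active means inhibition over 29.93%, a cutoff 3 SD above the screen mean, later confirmed by dose response; inconclusive means inhibition over 29.93% but no dose response follow-up; inactive means inhibition at most 29.93% or unconfirmed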;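 further: 0% = low Mg2+ inducing control and 100% = high Mg2+ repressing control; strong numbers were not always called active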
# NOD1 NF-kB reporter = NOD1 signaling inhibitors, primary screen, cell-based, luminescence, uHTS (AID 1578); NOD1-driven NF-kB luciferase reporter cells, luminescence; higher % means a stronger effect; one-dose inhibition, % at 4 µM; EC50 in µM for titrated hits; actives 1% (n = 290,000); in the data active means inhibition mostly above about 36%, no sharp cut-off; inactive means mostly below about 34%;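 further: HEK-293T reporter cells stimulated with the NOD1 agonist gamma-tri-DAP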
# Myeloid diff 2 GFP+ MAC1+ % = recorded beside Myeloid diff 2, whose call it bears; GFP+ MAC1+ double positive, %; measured here: differentiation confirmed by MAC1 staining
# * hit, by the source's call; i = inactive; ? = inconclusive; . = not tested or not shown; + = active, no number; [ ] = dose if it differs, or a comment. Unless noted, no stated cut-off is given here; in the data, active means inhibition above about 50%; inactive means the rest.
SMILES,KOR beta-arrestin-1,KOR beta-arrestin-2,NOD2 inhibition,LYP phosphatase,Siah-1 displacement,HIV fusion peptide,Myeloid diff 2,Myeloid diff 2 GFP+ MAC1+ %,PhoP inhibition,NOD1 NF-kB reporter
CCOC(=O)c1c(C)[nH]c(C)c1S(=O)(=O)N(C)CC(=O)Nc1ccc(C)cn1,-10%,3.9%,8%,-2%,3%,1.7%,i,3.1,0%,-40%
CC(C)NCC(O)COc1ccc(CC(N)=O)cc1 (stereo not drawn),-13%,1.9%,9%,5%,2%,0.7%,i,2.7,-2%,-23%
Cc1ccc(OC(C)C(=O)N2CC(=O)Nc3ccccc32)cc1 (stereo not drawn),-31%,6.2%,-43%,-7%,-1%,0.0%,i,1.9,5%,27%
C/C(CC(=O)Nc1ccc(Cl)c(C(F)(F)F)c1)=N\NC(=O)c1cnccn1,-18%,19%,13%,-5%,2%,2.7%,i,2.4,9%,-10%
Cc1ccc(N2/C(=N/c3nc(C)cc(C)n3)NC(=O)CC2C(=O)O)cc1 (stereo not drawn),-9%,-2.0%,-1%,-9%,1%,7.5%,i,3.7,-1%,-19%
Cc1cccc(CCNC(=O)COc2cc(=O)n(C)c3ccccc23)c1,8%,-0.7%,-1%,-2%,-6%,-0.3%,i,0.2,1%,-52%
COc1cccc(CN2C(=O)CN(C3CCCCC3)C(=O)C2c2ccc(F)cc2)c1 (stereo not drawn),35%,-0.4%,17%,2%,2%,4.4%,i,3.7,-5%,-12%
O=C(NC1(C(F)(F)F)C(=O)Nc2c1c(=O)[nH]c(=O)n2Cc1ccco1)C1CCCCC1 (stereo not drawn),0%,-3.0%,7%,-6%,2%,-0.5%,i,1.1,?,-6%
CCC(C)n1c(SCC(=O)NCCc2ccc(S(N)(=O)=O)cc2)nc2ccsc2c1=O (stereo not drawn),40%,-0.3%,3%,-4%,7%,-0.8%,i,0.5,5%,-34%
CCCCC1(CC(=O)OC)C(=O)N(c2ccccc2)N(c2ccccc2)C1=O,6%,1.7%,16%,36%,1%,0.9%,i,1.1,-6%,-9%
CCC1(CC)NC(=S)N(Nc2ccccc2)C1=O,-3%,-4.4%,-13%,0%,0%,3.2%,i,5.6,0%,-12%
CCCc1nnc(SCC(=O)Nc2ccc(OC)cc2)o1,-15%,1.3%,-2%,-13%,3%,-1.3%,i,0.8,2%,-21%
C=CCN1C(=O)C(CC(=O)Nc2ccc(C)cc2)SC1=Nc1c(C)n(C)n(-c2ccccc2)c1=O (stereo not drawn),-9%,-4.3%,5%,1%,1%,0.0%,i,6.2,-7%,-5%
O=C(Nc1ccccc1C(=O)NCCCn1ccnc1)c1ccc(Cl)cc1Cl,12%,-1.4%,0%,-6%,-2%,-1.4%,i,1.2,3%,-18%
COC(=O)C1CCCN1C(=O)COc1ccc(Cl)cc1Br (stereo not drawn),-45%,1.6%,11%,0%,6%,0.2%,i,0.5,3%,-19%
COC(=O)NCC1(C)CC(NC(=O)OC)CC(C)(C)C1 (stereo not drawn),5%,-2.7%,-13%,-4%,0%,-0.4%,i,0.7,4%,-19%
Cn1cc(CN2CCc3ccccc3C2)c2ccccc21,10%,0.0%,-2%,-1%,8%,2.0%,i,1.4,9%,-19%
CC(C)OC(=O)/C(=C/c1ccc(Br)cc1)NC(=O)c1ccco1,6%,-0.9%,13%,-9%,6%,-0.2%,i,0.6,26%,-10%
COc1ccc(C(=O)C2CCCN(C(=O)c3cccc(N(C)C)c3)C2)cc1OC (stereo not drawn),-3%,-8.1%,9%,-10%,-8%,-2.7%,i,0.8,4%,2%
CC(NC(=O)CSc1ccccc1C(=O)O)C1CC2CCC1C2 (stereo not drawn),-22%,-0.1%,6%,-5%,-2%,-0.6%,i,0.6,-3%,-11%
CC(=O)NCCc1nc2ccccc2n1CCCCOc1ccccc1,-10%,-3.3%,2%,0%,-1%,-2.3%,i,0.6,10%,0%
CCOc1ccc(S(=O)(=O)N/N=C2/CCCC(=O)C2)cc1,20%,7.5%,13%,-6%,12%,-1.7%,i,0.8,2%,-22%
Cn1c(C(=O)N2COCC2(C)C)cc2c(=O)n3ccccc3nc21,1%,0.2%,-31%,-20%,5%,-1.1%,i,0.9,-3%,-5%
CC(=O)Nc1cc(C(=O)N(C)Cc2ccccc2)ccc1S(=O)(=O)c1ccc(C)cc1,17%,-1.6%,3%,-7%,1%,-0.5%,i,0.3,1%,-3%
CCC/C(=N\NC(=O)c1ccc(OC)c(OC)c1)c1ccccc1,12%,-2.4%,25%,-7%,1%,-0.5%,i,1.0,-3%,-28%

# The list goes on; the last 2 above are carried over.
SMILES,KOR beta-arrestin-1,KOR beta-arrestin-2,NOD2 inhibition,LYP phosphatase,Siah-1 displacement,HIV fusion peptide,Myeloid diff 2,Myeloid diff 2 GFP+ MAC1+ %,PhoP inhibition,NOD1 NF-kB reporter
CC(=O)Nc1cc(C(=O)N(C)Cc2ccccc2)ccc1S(=O)(=O)c1ccc(C)cc1,17%,-1.6%,3%,-7%,1%,-0.5%,i,0.3,1%,-3%
CCC/C(=N\NC(=O)c1ccc(OC)c(OC)c1)c1ccccc1,12%,-2.4%,25%,-7%,1%,-0.5%,i,1.0,-3%,-28%
COC(=O)N1C/C=C\C(c2ccc(OC)cc2)N(Cc2ccc(F)cc2)C(=O)C1 (stereo not drawn),1%,-1.9%,5%,-1%,1%,0.1%,i,2.6,-7%,-4%
COc1ccc(C2NC(=O)C(=O)/C2=C(\O)c2ccc(Cl)cc2)cc1OC (stereo not drawn),27%,-3.5%,1%,-1%,11%,-0.3%,i,0.2,-7%,-11%
Cc1cc(=O)oc2cc(OCC(=O)NCc3cccnc3)ccc12,21%,9.0%,0%,-7%,-2%,0.2%,i,1.0,-13%,-7%
Cc1cccc(NC(=O)CCC(=O)Nc2nnc(C(F)(F)F)s2)c1,-6%,2.2%,9%,-4%,14%,2.3%,i,0.2,-10%,-7%
O=C1COc2ccc(S(=O)(=O)Nc3ccc(OC(F)(F)F)cc3)cc2N1,-15%,2.9%,17%,-4%,13%,-0.2%,i,0.9,-8%,-15%
COc1cc(CNC(C)c2ccccc2)cc(Cl)c1OCC(=O)Nc1ccccc1 (stereo not drawn),-5%,2.3%,30%,-10%,-4%,1.1%,i,0.2,4%,-15%
CN(C)/C=C(/C(=O)c1ccc(Cl)cc1Cl)S(=O)(=O)c1ccccc1,-9%,2.5%,-3%,-6%,3%,2.5%,i,1.2,-2%,-27%
CC1=NN(c2ccc(C(=O)O)cc2)C(=O)CC1,-22%,-2.1%,6%,-6%,3%,-0.1%,i,0.1,-7%,-35%
COn1c(=O)c(-c2ccc(F)cc2)[n+]([O-])c2ccccc21,-45%,-2.8%,-8%,-4%,-1%,-1.0%,i,0.5,-12%,-11%
Clc1ccccc1Cn1nnc2c(NCC3CC3)ncnc21,-1%,-3.7%,-12%,0%,2%,-0.8%,i,1.3,-3%,-12%
Cc1ccc(NC(=O)NCc2ccccn2)cc1,-14%[20 µM],1.7%,-17%,-8%,-1%,-2.8%,i,0.6,10%,-1%
COC(=O)COc1ccc(S(=O)(=O)N2CCc3ccccc3C2)cc1,-33%,2.0%,3%,-8%,-4%,0.4%,i,4.4,-6%,7%
O=C(/C=N/O)NCCCN1CCOCC1,3%,-2.6%,7%,-10%,-5%,-2.4%,i,0.5,-8%,1%
CCCc1cc(=O)oc2c(C)c(OCC(=O)N3CCC[C@@H]3C(=O)O)ccc12,-9%[20 µM],0.0%,9%,-7%,-4%,-1.0%,i,2.5,-3%,15%
COc1ccc(C)cc1S(=O)(=O)N(CC(=O)O)c1ccc(F)cc1,-67%,4.5%,-2%,6%,-5%,0.1%,i,0.4,-8%,-19%
Cc1ccc(-c2noc(C3CCCN(C(=O)C4CCCCC4)C3)n2)o1 (stereo not drawn),16%,-5.4%,1%,-2%,4%,1.2%,i,6.9,3%,-10%
CCOc1ncccc1C(=O)N1CCN(c2ccc(C(F)(F)F)cn2)CC1,-1%,-2.9%,18%,-4%,5%,-1.2%,i,0.8,4%,-24%
COc1cccc(CN(C)C(=O)CCNC(=O)c2ccc(Br)cc2)c1,16%,-1.3%,6%,-13%,-1%,1.3%,+,9.4*,1%,-13%
Cc1ccc(S(=O)(=O)NC(=O)c2cc(C)n(CC(c3ccccc3)N(C)C)c2C)cc1 (stereo not drawn),6%,0.6%,12%,-5%,-4%,-0.4%,i,0.8,5%,-21%
Cc1ccc(SCc2cn3c(C)csc3n2)cc1,-6%,0.4%,-134%,-9%,5%,-1.8%,i,1.5,3%,-13%
C=CCn1cnc2c(nnn2Cc2ccc(F)cc2)c1=O,11%,3.4%,8%,2%,-2%,-0.4%,i,0.4,-5%,-4%
COCC(=O)Nc1c(C(=O)N2CCCC2)oc2ccccc12,4%,-8.3%,10%,-8%,3%,-0.7%,i,0.6,-1%,-2%
O=C(O)c1ccc(/C=N/Nc2ccc(F)cc2F)cc1,-2%,-9.5%,-231%,-3%,9%,3.7%,i,0.4,-9%,-62%
CCn1c(NCCc2ccc(OC)c(OC)c2)nc2c1c(=O)n(C)c(=O)n2C,26%,0.8%,30%,-3%,4%,-3.1%,i,1.2,.,19%
Cc1cc(C(=O)NC2CC(C)(C)Cc3c2cnn3-c2ccccc2)n[nH]1 (stereo not drawn),16%,-4.0%,13%,-10%,-1%,-1.2%,i,1.0,1%,-14%
O=C(NCc1cccs1)C1CCCN1S(=O)(=O)c1ccccc1F (stereo not drawn),-20%,-0.9%,0%,-2%,-1%,0.6%,i,1.2,14%,1%
O=C(CCSc1ccccc1)NC1CCCCCC1,-43%[20 µM],-1.9%,-101%,-4%,3%,-0.7%,i,0.1,-2%,-31%
Cn1c(=O)n(C)c2cc(NS(=O)(=O)c3ccc(F)cc3)ccc21,26%,2.6%,6%,-2%,3%,0.5%,i,0.0,-6%,-37%
c1ccc(Cn2nnnc2CN2CCN(Cc3ccc4c(c3)OCO4)CC2)cc1,8%,14%,4%,-5%,1%,1.9%,i,0.7,-12%,-9%
COC(=O)CSc1ncnc2c1sc1nc3c(cc12)COC(C)(C)C3,22%,-4.8%,-14%,1%,0%,-0.6%,i,0.1,4%,0%

# Single values from above:
# Cn1c(=O)n(C)c2cc(NS(=O)(=O)c3ccc(F)cc3)ccc21 | Myeloid diff 2 GFP+ MAC1+ %: 0.0
# Cc1ccc(NC(=O)NCc2ccccn2)cc1 | PhoP inhibition: 10%
# C=CCn1cnc2c(nnn2Cc2ccc(F)cc2)c1=O | NOD2 inhibition: 8%
# CN(C)/C=C(/C(=O)c1ccc(Cl)cc1Cl)S(=O)(=O)c1ccccc1 | Siah-1 displacement: 3%
# COc1ccc(C)cc1S(=O)(=O)N(CC(=O)O)c1ccc(F)cc1 | NOD1 NF-kB reporter: -19%
# CCOc1ncccc1C(=O)N1CCN(c2ccc(C(F)(F)F)cn2)CC1 | KOR beta-arrestin-1: -1%

# Assay outcomes as filed in PubChem BioAssay.

# An excerpt; the hit share may differ from the screen's.
